# Assay outcomes as filed in PubChem.
# ASAP1 GAP inh – inhibitors of human ASAP1 ArfGAP activity, primary screen, biochemical, fluorescence polarization | Arf-GAP with SH3 domain, ANK repeat and PH domain-containing protein 1 (Homo sapiens), … | 360,000 tested, 0.19% active | AID 624377, 2012 | inhibition, % at 16.5 µM | ASAP1-stimulated ARF1 GTP hydrolysis, GDP FP detection; in the data active means inhibition above about 25%;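 further: 0% = vehicle with enzyme and substrate and 100% = no enzyme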
# FXN GAA850 act – FXN promoter activators, primary screen, cell-based, luciferase luminescence, HEK293 lucGAA850. HEK293 lucGAA850 FXN promoter luciferase reporter, 24 h; percent of 10 µM SAHA response. activation, % at 6 µM. 360,000 tested, 0.56% active;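 active means activation above the average of all compounds screened plus 3 SD, cutoff fixed separately per campaign, cut at about 7.5% in these data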;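 further: 0% = DMSO wells and 100% = 10 µM SAHA wells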
# ADAM10 inh – human ADAM10 inhibitors, primary screen, biochemical, QFRET, HTS. Disintegrin and metalloproteinase domain-containing protein 10 (Homo sapiens), O14672. recombinant ADAM10, EDANS/DABCYL FRET peptide cleavage, 3 h. inhibition, % at 7 µM. 370,000 tested, 0.62% active. AID 720582, 2013;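 active means inhibition above a per-campaign cutoff equal to the mean of compounds falling between control-based bounds plus 3 SD, cut at about 20% in these data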;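 further: 0% = DMSO wells while the 100% control is not disclosed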
# HGIII-sPLA2 inh – human group III sPLA2 inhibitors, primary screen, biochemical, QFRET, BODIPY PC-A2 liposome substrate; inhibition, % at 12.2 µM; Group 3 secretory phospholipase A2 (Homo sapiens), Q9NZ20; 370,000 tested, 0.56% active; AID 743126, 2013; QFRET BODIPY PC-A2 liposome hydrolysis, fluorescence;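 active means inhibition above mean plus 3 SD of compounds lying within the high and low control bounds, cut at about 19% in these data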;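 further: 0% = median of test compound wells and 100% = no enzyme DMSO wells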
# Tn6 DDE FP – inhibitors of Tn6 peptide binding to fibrin DD(E), primary screen, biochemical, fluorescence polarization, human fibrin, Tn6 probe | Fibrin DD(E) TRITC-Tn6 fluorescence polarization displacement | inhibition, % at 8.3 µM | 370,000 tested, 0.21% active;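 active means inhibition above a per-campaign cutoff: mean of compounds within control limits plus 3 SD, cut at about 15% in these data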;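 further: 0% = median of all compound wells on the plate and 100% = blocking peptide control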
# Target sequence (P02675 whole entry, looked up): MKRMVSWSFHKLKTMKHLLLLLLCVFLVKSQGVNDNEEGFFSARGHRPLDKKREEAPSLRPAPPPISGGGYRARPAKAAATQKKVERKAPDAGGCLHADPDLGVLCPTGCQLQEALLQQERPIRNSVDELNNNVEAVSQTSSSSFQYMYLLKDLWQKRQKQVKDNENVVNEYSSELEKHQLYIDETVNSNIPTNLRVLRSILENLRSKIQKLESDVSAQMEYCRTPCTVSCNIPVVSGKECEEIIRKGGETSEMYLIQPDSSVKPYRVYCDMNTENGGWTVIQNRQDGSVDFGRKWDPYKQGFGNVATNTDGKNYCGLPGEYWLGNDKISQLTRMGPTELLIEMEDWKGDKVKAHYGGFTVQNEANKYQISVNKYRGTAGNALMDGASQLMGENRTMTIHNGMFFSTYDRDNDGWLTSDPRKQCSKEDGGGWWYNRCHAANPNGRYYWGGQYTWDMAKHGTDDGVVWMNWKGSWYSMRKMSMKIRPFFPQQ
# KLK7 zymogen act – proKLK7 zymogen activators, primary screen, biochemical, fluorescence intensity | purified proKLK7, EDANS-DABCYL substrate fluorescence; 100% is mature enzyme control, 0% vehicle | AID 652039, 2013 | activation, % at 7 µM | Kallikrein-7 (Homo sapiens), P49862 | 370,000 tested, 0.9% active;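 active means activation above the mean of all tested compounds plus 3 SD, computed per campaign excluding outliers beyond control limits, cut at about 13% in these data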
# Target sequence (P49862 whole entry, looked up): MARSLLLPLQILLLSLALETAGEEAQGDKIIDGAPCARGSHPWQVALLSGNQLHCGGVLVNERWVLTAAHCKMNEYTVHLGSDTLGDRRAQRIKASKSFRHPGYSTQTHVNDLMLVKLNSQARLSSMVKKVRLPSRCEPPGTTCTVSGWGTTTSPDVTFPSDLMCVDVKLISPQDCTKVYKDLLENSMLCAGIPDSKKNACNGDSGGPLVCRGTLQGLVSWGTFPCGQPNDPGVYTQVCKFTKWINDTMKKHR
# rCAG RNA binder – binders of r(CAG) RNA repeats, primary screen, biochemical, fluorescence; inhibition, % at 3 µM; 370,000 tested, 1.3% active; r(CAG) RNA repeat, TO-PRO-1 dye displacement fluorescence;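 active means inhibition above the plate cutoff, the mean of all test compounds on that plate plus 3 SD, cut at about 35% in these data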;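 further: 0% = DMSO alone and 100% = 100 µM mitoxantrone as full dye displacement; higher means more dye released from RNA so lower well fluorescence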
# ARFGAP1 inh – inhibitors of rat ARFGAP1 GAP activity, primary screen, biochemical, fluorescence polarization, GDP tracer | ADP-ribosylation factor GTPase-activating protein 1 (Rattus norvegicus), Q62848 | Arfgap1-stimulated ARF1 GTP hydrolysis, GDP FP detection | inhibition, % at 16.5 µM | 360,000 tested, 0.26% active | AID 651572, 2012;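 active means inhibition above a per-plate limit, mean inhibition of low control wells plus 3 SD, cut at about 25% in these data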;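 further: 0% = DMSO wells with enzyme and 100% = wells lacking Arfgap1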
# Target sequence (Q62848 1-136 limits assumed): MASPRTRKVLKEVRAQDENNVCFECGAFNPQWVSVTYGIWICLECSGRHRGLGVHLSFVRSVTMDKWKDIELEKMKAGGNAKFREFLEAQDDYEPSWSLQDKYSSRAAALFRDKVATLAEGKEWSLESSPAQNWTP
#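 System: truncated rat Arfgap1 GAP domain / Benchmarks: high control wells lacking Arfgap1, low control full reaction with DMSO / Times: compound-enzyme preincubation 20 min, reaction 120 min, detection 60 min, 25 °C / Repeats: one replicate per compound / Also added: human ARF1(Δ1-17)-GTP substrate / Measured by: Tracer-displacement fluorescence polarization with EDTA stop, 620/688 nm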
# GC-A act – GC-A stimulated cGMP production enhancers – HEK293 GC-A cells, cGMP TR-FRET, EC30 ANP, primary screen; activation, % at 10 µM; 0% at EC30 ANP, 100% saturating ANP; 370,000 tested, 0.14% active; AID 1671463, 2021; Atrial natriuretic peptide receptor 1 (Homo sapiens), P16066; in the data active means activation above about 40%
# NPR2 activator – human GC-B receptor activators, primary screen, HEK293 GC-B cells, cGMP TR-FRET, EC30 CNP | Atrial natriuretic peptide receptor 2 (Homo sapiens), P20594 | 0% at EC30 CNP, 100% saturating CNP | activation, % at 10 µM | 370,000 tested, 0.11% active | AID 1920062, 2024;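 active means activation at 10 µM reaching about 35% in either raw or pattern-adjusted values, limit read from the data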
# * = called active by the depositor; . = not tested or not shown.
SMILES,ASAP1 GAP inh,FXN GAA850 act,ADAM10 inh,HGIII-sPLA2 inh,Tn6 DDE FP,KLK7 zymogen act,rCAG RNA binder,ARFGAP1 inh,GC-A act,NPR2 activator
Cc1nc(-c2ccccc2)sc1-c1nc(-c2ccncc2)ncc1S(=O)(=O)c1ccccc1,6,-0.1,0,3,-7,0.0,2,-4,-3,-5
CCCc1nnc(NC(=O)NCCN2C(=O)C3C4C=CC(C4)C3C2=O)s1 (stereo not given),10,-0.8,-6,-1,15,0.2,11,6,-1,5
O=C(NC1CCCCC1)C(c1cccs1)N(Cc1cccs1)C(=O)c1cccs1 (stereo not given),4,6.0,4,2,-5,0.1,-9,12,-26,-10
CCOC(=O)C[n+]1c(C)ccc2c1CCC2,16,-2.8,-11,4,3,0.3,-2,4,-3,3
CCCCc1ccc(NC(=S)NCc2ccccc2OC)cc1,-7,4.7,1,1,2,0.1,-3,4,4,6
Cc1ccc(NC(=O)CS(=O)Cc2nc(-c3ccc(C)cc3)oc2C)cc1 (stereo not given),0,1.8,-2,-4,6,0.8,0,-9,6,3
CCn1nc(NC(=O)c2ccccc2)c2cc3cccc(C)c3nc21,7,-2.3,-172,-10,2,-231,0,-6,0,0
Cc1cccc(C)c1NC(=O)CCc1nnc2ccc(N3CCCC3)nn12,-7,0.4,-9,5,5,0.9,-5,-5,-1,-1
Cn1c(/C=C/c2ccccc2[N+](=O)[O-])nc2ccccc2c1=O,4,5.5,4,-7,6,0.0,5,0,1,-7
O=c1[nH]c(Sc2ccc([N+](=O)[O-])cc2[N+](=O)[O-])nc2ccccc12,-2,4.2,-15,12,-4,-0.4,6,1,5,-1
COc1ccccc1OCCC(=O)Nc1cccc(S(=O)(=O)N2CCOCC2)c1,7,2.6,-3,-7,-1,0.6,1,-6,1,4
CC(C)c1ccc(CCNC(=O)c2ccc([N+](=O)[O-])cc2)cc1,-5,0.7,10,-1,-3,-0.7,-1,-16,2,-2
CCC1COC(c2cccn2Cc2ccc(Cl)cc2)=N1 (stereo not given),0,1.5,-7,5,-1,-0.2,-4,-19,-8,-7
CN1OC[C@@H]2CN(C(=O)c3cccnc3)[C@H](c3ccc(N4CCCCC4)cc3)C[C@@H]21,-13,.,-12,9,-5,0.0,2,-1,-2,4
O=C(Cn1c(-c2ccc(Cl)cc2)noc1=O)N1CCN(c2ccccc2F)CC1,9,-0.5,1,-8,-4,-0.6,7,5,-7,-5
O=C(/C=C1\SC(=O)NC1=O)Nc1ccc(F)cc1,-5,1.0,1,-2,-9,0.4,2,-11,-3,-5
Cc1c(C(=O)NC2CC2)oc2ccccc12,-2,1.8,-20,-7,-6,0.0,2,12,2,-6
O=C(CCCN1C(=O)/C(=C/c2cccc(Br)c2)SC1=S)Nc1cccnc1,3,-3.7,2,-11,-6,-0.1,3,1,-12,-4
CSc1cccc(NC(=S)N(CCC(C)C)C2CCN(C(C)C)CC2)c1,4,-2.2,-2,8,4,0.1,-4,2,-3,3
O=C(NCc1ccccc1)C1c2ccccc2OCC(=O)N1Cc1ccc2c(c1)OCO2 (stereo not given),1,.,4,0,2,-0.5,3,-3,-5,1
CC1(C(=O)Nc2cccc(C#N)c2)CCN1C(=O)C/C=C/c1ccccc1 (stereo not given),-9,2.6,12,-14,-1,0.2,7,-18,-2,-1
COc1ccc(S(=O)(=O)N2CCC(C(=O)NCCC(=O)Nc3nccs3)CC2)cc1,3,2.8,-7,15,-4,-0.2,0,-5,-1,-4
CN(Cc1ccccc1)C(=O)N[C@@H](Cc1ccccc1)C(=O)O,-9,-1.8,-4,8,-3,-0.5,0,-4,-2,11
CCCOc1cccc(C(=O)NCCNC(=O)c2ccco2)c1,7,2.1,0,-4,-2,-0.5,2,5,-6,-4
CCOC(=O)c1cccc(NC(=O)CS(=O)(=O)Cc2nc(-c3cccc(OC)c3)oc2C)c1,12,-0.2,1,-10,-6,0.6,-2,-4,25,37*

# Among those listed so far, these have fluorine:
SMILES,ASAP1 GAP inh,FXN GAA850 act,ADAM10 inh,HGIII-sPLA2 inh,Tn6 DDE FP,KLK7 zymogen act,rCAG RNA binder,ARFGAP1 inh,GC-A act,NPR2 activator
O=C(Cn1c(-c2ccc(Cl)cc2)noc1=O)N1CCN(c2ccccc2F)CC1,9,-0.5,1,-8,-4,-0.6,7,5,-7,-5
O=C(/C=C1\SC(=O)NC1=O)Nc1ccc(F)cc1,-5,1.0,1,-2,-9,0.4,2,-11,-3,-5

# Going on with the list.
SMILES,ASAP1 GAP inh,FXN GAA850 act,ADAM10 inh,HGIII-sPLA2 inh,Tn6 DDE FP,KLK7 zymogen act,rCAG RNA binder,ARFGAP1 inh,GC-A act,NPR2 activator
Nc1nc(NCCCN2CCOCC2)nc(Nc2cccc(Cl)c2)c1[N+](=O)[O-],1,0.2,1,-6,1,-0.1,0,5,-3,-8
O=C(Nc1cccc(Cl)c1Cl)c1ccco1,5,0.8,9,-2,1,0.0,2,-7,3,4
c1ccc(C2=Nc3ccccc3OC2)cc1,0,1.4,6,-3,-9,-2.3,8,13,1,-1
O=CNc1cc(-c2cccc(F)c2)cn2c(-c3ccc(F)c(Cl)c3)cnc12,-6,0.9,-10,-7,2,-1.0,6,4,-5,6
CCOC(=O)CN(C(=O)CSc1nnc(CNc2ccc(C)cc2C)n1CC)c1ccccc1,5,-2.5,0,-10,-3,-0.5,-8,-5,-7,-6
Nc1ccnn1Cc1cccs1,-6,-2.1,-4,3,-9,0.0,2,2,3,5
CC(=O)Nc1ccc(NC(=O)C(C)OC(=O)c2ccccc2Sc2ccccc2C#N)cc1 (stereo not given),12,-2.2,-3,-17,-1,0.5,3,-2,-4,2
CCn1cc(C2=NCCO2)c2ccccc21,-3,-0.7,-1,1,-5,-0.1,1,5,1,-7
NC(=O)c1ccc(NC(=O)COC(=O)/C=C/c2ccc3c(c2)OCO3)cc1,13,0.5,-71,1,-4,-8.1,1,2,-4,-4
CCCCN(C)CCCN1C(=O)C2C(C(=O)Nc3cccc(OC)c3)C3C=CC2(O3)C1C(=O)NC1CCCCC1C (stereo not given),3,-0.1,9,-6,-1,0.0,-7,-3,0,-1
COc1cc(C(=S)N2CCOCC2)ccc1OC(=O)c1ccc(Br)cc1,-9,1.6,0,2,-5,0.7,-5,5,4,3
C/C=C/c1ccc(OCC(=O)OCC(=O)Nc2c(C)nn(-c3ccccc3)c2C)c(OC)c1,-6,1.4,-3,-1,-1,-0.1,-7,-2,-2,-3
CNC(=O)c1cc(S(=O)(=O)Nc2ccc3c(c2)OCO3)ccc1C,14,3.3,2,2,-8,-0.3,4,-2,-2,1
COC(CNC(=O)C(=O)Nc1ccc2c(c1)N(S(=O)(=O)c1cccs1)CCC2)OC,6,0.7,-10,4,-4,0.0,-10,4,1,7
O=C(C1CCN(c2nc(-c3ccccc3)nc3c2CCC3)CC1)N1CCCC1,4,-0.7,4,-6,4,-0.6,-5,-6,0,0
COc1ccc(NC(=O)CCCNC(=O)c2ccc(Cl)cc2)cc1S(=O)(=O)N1CCOCC1,15,0.5,-13,-2,10,-0.8,1,-7,5,4
c1ccc(-c2nnc(SCc3nnc(-c4cccs4)o3)o2)cc1,3,0.3,-1,-8,1,0.1,1,-3,-1,-1
O=C(O)CCn1cc(/C=C/C(=O)c2ccc(Cl)cc2)c(-c2cccc(Br)c2)n1,4,-0.6,-23,-78,-6,-2.2,83*,27*,3,-2
COc1cc2ncnc(NCc3cccs3)c2cc1OC,-4,3.6,-3,5,-5,0.2,1,0,14,-4
CCC(CC)NC(=O)c1ccc(NS(=O)(=O)c2ccc3[nH]c(=O)[nH]c3c2)cc1,10,-0.4,0,0,-12,0.3,0,2,-3,-2
Cc1ccc2ccccc2c1C(O)c1ncc(-c2cccc(C(F)(F)F)c2)[nH]1 (stereo not given),8,0.8,12,-19,1,-0.1,4,15,-6,-4
CCCCOCCCNC(=O)c1ccc(OC)cc1,-2,4.0,2,2,5,0.5,-3,9,3,2
Cc1ccc(-c2nnc(SCC(=O)Nc3ccccc3N3CCOCC3)o2)cc1,3,1.7,2,-8,8,0.7,-4,-6,-5,-2
Cc1cnc(C)c(Nc2nc(C(N)Cc3ccc(Cl)cc3)cs2)n1 (stereo not given),9,-0.5,-6,25*,-6,-0.7,14,2,1,0
COc1ccccc1CC(=O)N1CCN(S(=O)(=O)c2ccccc2F)CC1,-8,1.4,-1,-5,4,0.6,-1,-7,0,1
# Later entries.
SMILES,ASAP1 GAP inh,FXN GAA850 act,ADAM10 inh,HGIII-sPLA2 inh,Tn6 DDE FP,KLK7 zymogen act,rCAG RNA binder,ARFGAP1 inh,GC-A act,NPR2 activator
Cc1cc(Br)cc2c(C(=O)NCC3CCCO3)cc(-c3ccccc3)nc12 (stereo not given),2,1.6,5,6,6,0.2,-1,5,1,-6
OCCN(Cc1ccccc1)Cc1ncccc1O,-8,1.2,-2,-1,-3,0.4,2,-8,-2,0
Cc1nc2ccc(NC(=O)c3ccc([N+](=O)[O-])cc3[N+](=O)[O-])cc2s1,1,-0.1,13,4,-4,0.0,7,14,2,0
Fc1ccc(-n2cc(CNCCc3ccccn3)c(-c3ccccc3Cl)n2)cc1,9,3.4,2,-10,6,0.7,-4,14,-9,-1
COCCNC(=O)CCn1nc(-c2ccc(C)cc2)ccc1=O,13,1.5,-16,7,3,0.0,-6,-8,4,-4
NC(=O)CSc1nnc(NC(=O)C2CC(=O)N(c3ccc(F)cc3)C2)s1 (stereo not given),4,1.4,4,-2,3,-0.8,17,13,2,5
CCC1(c2ccccc2)NC(=O)N(CC#N)C1=O (stereo not given),-5,0.1,12,7,5,0.3,2,-13,1,4
COc1ccc(-c2nc3n(n2)C(c2cccnc2)C(C(N)=O)=C(C)N3)cc1 (stereo not given),8,-2.3,-5,6,-1,1.1,0,-14,3,5
CC(=O)Nc1ccc2nc(C3CCCCC3)[nH]c2c1,1,-0.3,-3,2,-5,-0.4,-1,12,-1,2
Cc1c(O)ccoc1=O,-1,-0.5,-10,5,-1,0.0,-2,-15,2,-1
O=C(c1cc2sccc2n1Cc1ccccc1)N1CCc2ccccc21,-2,-2.2,12,0,-6,-30,7,-4,-11,-6
Cc1ccc(C)n1NC(=O)c1ccccc1Cl,-6,-0.7,15,3,-3,-0.8,23,16,-2,-3
CN(C)c1ccc(C(C[N+](=O)[O-])c2c(N)n(C)c(=O)n(C)c2=O)c(F)c1C#N (stereo not given),-3,-0.8,-25,-3,-7,8.3,8,-2,6,-4
CC1=C(C(N)=O)C(c2ccc(Cl)c(Cl)c2)n2ncnc2N1 (stereo not given),-2,0.9,-8,4,4,0.5,0,-1,1,2
